HEK cytotox = kills HEK 293 cells; HEK 293 viability, ATP luminescence (CellTiter-Glo), 48-72 h; Potency, µM (titrated, usually from 115 µM), for the others: at the top dose activity change, negative = cytotoxicity, usual class: inhibitors; 6.6% of 94,000 active; AID 1345083; note: potency is the fitted concentration of half-maximal effect; nearly all actives have a fitted effect of over 60% in size
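250 HEK 293 cells/well; compound by pintool; incubated 48 or 72 hr at 37 degree Celsius; CellTiter-Glo added, 10 min RT, luminescence imaged.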
GPT2 inh = blocks human glutamate pyruvate transaminase 2. Recombinant GPT2, coupled pyruvate oxidase/HRP Amplex Red fluorescence. 0.25% of 100,000 active. AID 1671188. Q8TD30. Potency, µM (titrated, usually from 57.7 µM), for the others: top-dose activity change, negative = inhibition, hits mostly inhibitors; note: potency is the fitted concentration of half-maximal effect; nearly all actives have a fitted effect of over 60% in size; many of its hits are not listed in these tables
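Fluorescence of coupled pyruvate oxidase/HRP/Amplex Red system (50uM Amplex, 30 min, dark) reports pyruvate formed by GPT2. Enzyme reaction: 10ng/uL GPT2, 2mM L-alanine, 250uM a-KG, 30 min room temperature, pH 7.5; 50uM AOA control.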
IP6K1 inh = IP6K1 kinase inhibition; 0.81% of 140,000 active; activity change, % (series mostly up to about 58 µM); Q92551; IP6K1 kinase, ADP-Glo luminescence, 2 h; active compounds read low; in the data active = activity change below about -25%
Target sequence (Q92551 whole entry, looked up): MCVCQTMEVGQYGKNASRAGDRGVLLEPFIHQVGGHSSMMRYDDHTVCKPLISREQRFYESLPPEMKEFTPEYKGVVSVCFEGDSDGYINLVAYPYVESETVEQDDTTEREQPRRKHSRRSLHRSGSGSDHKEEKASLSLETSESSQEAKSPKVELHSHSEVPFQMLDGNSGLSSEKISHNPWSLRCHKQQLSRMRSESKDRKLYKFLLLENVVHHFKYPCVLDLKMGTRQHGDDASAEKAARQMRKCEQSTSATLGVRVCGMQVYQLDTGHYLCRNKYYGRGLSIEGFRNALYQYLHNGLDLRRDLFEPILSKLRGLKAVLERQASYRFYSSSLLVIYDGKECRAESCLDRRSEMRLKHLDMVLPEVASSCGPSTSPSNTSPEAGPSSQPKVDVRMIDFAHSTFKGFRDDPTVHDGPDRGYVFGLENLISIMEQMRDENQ
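ADP-Glo luminescence measures ADP made by human IP6K1 during a 2 h RT reaction with ATP/IP6 (mix at 1.3 mM/130 uM); top library doses 57.5 and 19.1 uM final.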
SNCA viab count = reduces viability of HEK-293 SNCA reporter cells; HEK-293-SNCA-luc viability, GF-AFC fluorescence, 24 h; Potency, µM (doses to about 57.1 µM), for the others: at the top dose activity change, negative = cytotoxicity, hits mostly cytotoxic; 0.12% of 150,000 active; AID 1671193;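 note: potency is the fitted concentration of half-maximal effect; 0% = DMSO-treated cells and -100% = medium-only wells without cells; nearly all actives have a fitted effect of over 30% in size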
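HEK-293-SNCA-luc cells (1500/well) plated 24 h, then exposed 24 h to a dilution series; GF-AFC added 30 min at 37C, fluorescence 405/540 nm; normalised to medium-only and DMSO wells, Hill fit.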
Luciferase inh = blocks purified firefly luciferase enzyme activity | 2.5% of 76,000 active | P08659 | purified P. pyralis luciferase, luminescence, biochemical | Potency, µM (highest dose often 115 µM), inactives show at the highest dose activity change, negative = inhibition, most hits filed as inhibitors; note: potency is the fitted concentration of half-maximal effect; nearly all actives have a fitted effect of over 65% in size
Target sequence (P08659 whole entry, looked up): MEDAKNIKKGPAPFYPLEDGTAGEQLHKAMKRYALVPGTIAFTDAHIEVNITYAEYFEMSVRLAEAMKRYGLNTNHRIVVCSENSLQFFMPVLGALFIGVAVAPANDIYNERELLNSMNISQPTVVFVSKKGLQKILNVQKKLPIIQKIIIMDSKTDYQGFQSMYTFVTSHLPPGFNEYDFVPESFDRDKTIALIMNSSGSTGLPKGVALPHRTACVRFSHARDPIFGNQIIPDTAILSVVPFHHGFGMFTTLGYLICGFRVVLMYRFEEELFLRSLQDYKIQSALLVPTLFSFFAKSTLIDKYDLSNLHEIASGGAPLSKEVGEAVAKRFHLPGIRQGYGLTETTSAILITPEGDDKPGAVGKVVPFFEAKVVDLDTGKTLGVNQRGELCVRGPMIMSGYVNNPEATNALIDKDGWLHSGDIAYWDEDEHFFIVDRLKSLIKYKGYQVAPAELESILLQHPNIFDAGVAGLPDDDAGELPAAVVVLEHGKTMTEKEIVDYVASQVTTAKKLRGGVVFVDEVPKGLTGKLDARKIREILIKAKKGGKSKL
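Luminescence read by CCD imaging after purified firefly luciferase (10nM final) was added to substrate buffer holding 10uM D-luciferin and 10uM ATP, pH 7.5, pre-dosed with compound.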
SNCA expr inh = inhibitors of alpha-synuclein (SNCA) gene expression | HEK-293 SNCA-luciferase knock-in, luminescence, 24 h | Potency, µM (highest dose often 57.2 µM), without a hit: at the top dose activity change, negative = inhibition, most hits filed as inhibitors | 0.17% of 140,000 active;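 note: potency is the fitted concentration of half-maximal effect; plate controls were DMSO cells for no effect and cell-free wells for full effect; nearly all actives have a fitted effect of over 45% in size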
3T3 cytotox = kills NIH 3T3 cells | 4.3% of 94,000 active | NIH 3T3 viability, CellTiter-Glo ATP luminescence, 48-72 h | Potency, µM (titrated, usually from 96.7 µM), inactives show at the highest dose activity change, negative = cytotoxicity, usual class: inhibitors; note: potency is the fitted concentration of half-maximal effect; nearly all actives have a fitted effect of over 55% in size
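Cells were seeded at 400 per well, treated with pin-transferred compound, and kept 48 or 72 hr at 37 °C before CellTiter-Glo addition and luminescence imaging of cellular ATP.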
* hit, by the source's call; i = inactive; ? = inconclusive; · = not tested or not shown; [ ] = another dose, or the depositor's remark. Unless noted, calls come from the whole dose curve; as a rule, active = well fitted curve in the direction sought with a large enough effect; inconclusive = small, poorly fitted or top-dose-only effect, or another doubt; inactive = no such curve, though single readings can be large; an effect the other way counts as inactive or inconclusive. Unless noted, % is set by controls: 0 for no effect and ±100 for the full control effect. These rows are one share of the data. The share of hits here may be higher or lower than overall.

Start of the data: the first 2 records, to show the layout:
compound	HEK cytotox	GPT2 inh	IP6K1 inh	SNCA viab count	Luciferase inh	SNCA expr inh	3T3 cytotox
O=C(c1ccc(C(F)(F)F)cc1)N1CCC(N2Cc3ccccc3C2=O)CC1	-15%	1%	-10	-4%	·	17%	-18%
COc1cc(C(=O)NCc2nnnn2-c2ccc(C)c(C)c2)cc(OC)c1OC	·	·	32	-7%	·	23%	·

The listing, previewed entries included:
compound	HEK cytotox	GPT2 inh	IP6K1 inh	SNCA viab count	Luciferase inh	SNCA expr inh	3T3 cytotox
O=C(c1ccc(C(F)(F)F)cc1)N1CCC(N2Cc3ccccc3C2=O)CC1	-15%	1%	-10	-4%	·	17%	-18%
COc1cc(C(=O)NCc2nnnn2-c2ccc(C)c(C)c2)cc(OC)c1OC	·	·	32	-7%	·	23%	·
Cc1c(Cl)cccc1NC(=O)CN1C(=O)NC(c2ccc(Cl)cc2)C2=C1COC2=O (stereo not drawn)	?	i	-7	-9%	-2%	-22%	?
CCCS(=O)(=O)N1CC(=O)N(c2cccc(Cl)c2C)C(C)(C(=O)NC2CCCC2)C1 (stereo not drawn)	·	·	5	-15%	·	7%	·
CCN(CCNc1ncncn1)c1cccc(C)c1	-21%	-4%	0	0%	2%	-28%	?
CCOC(=O)c1sc(NC(=O)COc2ccccc2Cl)c(C(=O)OCC)c1C	·	·	25	1%	·	-9%	·
COc1ccccc1N1CCN(C(=O)CCc2conc2-c2cccc(F)c2)CC1	?	i	5	-8%	-19%	?	?
CN1C(=O)c2cccn2CC1C(=O)NC1CCN(Cc2ccccc2)CC1 (stereo not drawn)	-2%	3%	6	-7%	-7%	-11%	i
COc1ccc(-c2onc(C)c2C)cc1S(=O)(=O)NCc1ccco1	·	·	16	-2%	·	3%	·
COc1ccccc1CNC(=O)c1ccc(Nc2nc3ccccc3n3nnnc23)cc1	·	·	-4	-3%	·	54%[activator]	·

4 structures out of the list, arranged by SMILES length, lowest first:
compound	HEK cytotox	GPT2 inh	IP6K1 inh	SNCA viab count	Luciferase inh	SNCA expr inh	3T3 cytotox
CCN(CCNc1ncncn1)c1cccc(C)c1	-21%	-4%	0	0%	2%	-28%	?
CCOC(=O)c1sc(NC(=O)COc2ccccc2Cl)c(C(=O)OCC)c1C	·	·	25	1%	·	-9%	·
COc1cc(C(=O)NCc2nnnn2-c2ccc(C)c(C)c2)cc(OC)c1OC	·	·	32	-7%	·	23%	·
CCCS(=O)(=O)N1CC(=O)N(c2cccc(Cl)c2C)C(C)(C(=O)NC2CCCC2)C1 (stereo not drawn)	·	·	5	-15%	·	7%	·

Single records, as listed above. Order of values: HEK cytotox | GPT2 inh | IP6K1 inh | SNCA viab count | Luciferase inh | SNCA expr inh | 3T3 cytotox
`COc1ccc(-c2onc(C)c2C)cc1S(=O)(=O)NCc1ccco1` across the screens: · | · | 16 | -2% | · | 3% | ·
`CN1C(=O)c2cccn2CC1C(=O)NC1CCN(Cc2ccccc2)CC1` (stereo not drawn) across the screens: -2% | 3% | 6 | -7% | -7% | -11% | i

Next entries.
compound	HEK cytotox	GPT2 inh	IP6K1 inh	SNCA viab count	Luciferase inh	SNCA expr inh	3T3 cytotox
Cc1ccc(-c2nc(CCNC(=O)C(=O)Nc3ccc(C)c(C)c3)cs2)cc1	·	·	-8	?	·	3%	·
Cc1ncoc1C(=O)N1CCCC(CCc2ccc(F)c(F)c2)C1 (stereo not drawn)	?	?	1	-5%	-11%	0%	-23%
COc1ccccc1CC(=O)N1CCc2nn(C)c(=O)n2CC1	-6%	i	0	-15%	-6%	-32%	i
CCOC(=O)C1=C(C)N=C2SC=C(CC(=O)N3CCOCC3)N2C1c1cccc(OC)c1OC (stereo not drawn)	?	-9%	40	-5%	-9%	22%	-19%
CCC(=O)N1CCCC(c2nc(-c3ccccc3)no2)CCNC(=O)CC1 (stereo not drawn)	-16%	-2%	32	3%	-2%	-3%	-12%
Cc1ccc(-c2cn3cc(C(=O)NCC4CC4)nc3s2)cc1	-4%	i	25	8%	·	112%[activator]	-24%
O=C(CCCCn1c(=O)c2ccccc2n(Cc2ccccc2Cl)c1=O)NCc1ccc2c(c1)OCO2	·	·	0	-8%	·	7%	·
CCCN(CCC)CCNC(=O)c1ccc2c(c1)NC(=O)C(CS(=O)(=O)Cc1cccc(Br)c1)N2 (stereo not drawn)	·	·	-7	4%	·	18%	·
CCOc1ccc(NC(=O)c2c(C)oc3nc(C)nc(N4CCCC4)c23)cc1	·	·	-14	1%	·	70%[activator]	·
Cc1ccc(CN2CCC3(C2)NC(=O)c2ccccc2O3)cc1 (stereo not drawn)	-17%[172 µM]	i	1	1%[87.6 µM]	3%[172 µM]	15%[87.6 µM]	-15%[138 µM]

Continued:
compound	HEK cytotox	GPT2 inh	IP6K1 inh	SNCA viab count	Luciferase inh	SNCA expr inh	3T3 cytotox
Cc1cc(C(=O)N2C[C@@H](COc3ccccc3)[C@H](C(N)=O)C2)nn1C	1%	3%	5	7%	-3%	-13%	-14%
Cc1noc2ncnc(Nc3ccc(F)cc3)c12	·	·	-7	8%	·	12%	·
Cc1ccc(OC(=O)CSc2nnc(CNC(=O)c3ccccc3)o2)cc1	·	·	2	-4%	·	-14%	·
COc1ccc(NC(=O)c2coc(=O)c3ccccc23)cc1OC	·	·	46	10%	·	50%[activator]	·
CC(=O)c1cccc(N2C(=O)[C@@H]3C[C@@H](NC(=O)c4ccncc4)CCN3C2=O)c1	-13%[172 µM]	-19%[88.5 µM]	-3	-1%[87.6 µM]	-3%[172 µM]	6%[87.6 µM]	-6%[174 µM]
O=C(CSc1nc2c([nH]c3ccccc32)c(=O)n1-c1cccc(Cl)c1)NCC1CCCO1 (stereo not drawn)	·	·	-9	-11%	·	17%	·
CC(=O)N1CCC(NC[C@H]2O[C@@H]3C[C@@H](CC(=O)N4CCOCC4)O[C@@H]3[C@@H]2O)CC1	5%[172 µM]	i	9	2%[87.6 µM]	-2%[172 µM]	-8%[87.6 µM]	-1%[174 µM]
Cc1nc2ncccn2c1C(=O)N1CCn2nc(CO)cc2C1	i	i	-11	3%	9%	15%	-2%
COC[C@@H]1CN(C(=O)c2ccn[nH]2)C[C@H]1c1ccncc1	-5%	4%	-11	1%	-1%	-1%	-12%
Cc1ccsc1C(=O)N1CCc2n[nH]c(=O)n2CC1	5%	i	-13	2%	11%	9%	i

(list continues)
compound	HEK cytotox	GPT2 inh	IP6K1 inh	SNCA viab count	Luciferase inh	SNCA expr inh	3T3 cytotox
CNC(=O)[C@@H]1CN(C(=O)c2ccc(F)cc2F)C[C@H]1COC	1%	i	9	1%	3%	4%	-1%
CCNc1nccc(N2CCC(CC(=O)NCc3ccccc3F)CC2)n1	40µM*	i	14	-21%	13%	?	?
CCN(CC)CCCCCCCCOC(=O)c1cc(OC)c(OC)c(OC)c1	·	3%	·	-7%	·	-5%	·
COc1ccc(C(=O)N2CCC([C@@H]3CNC[C@H]3CO)CC2)cc1OC	i	i	-1	-1%[12.5 µM]	-9%	-13%	4%
O=C(Cc1ccccc1)NCc1ccnc2[nH]ccc12	-3%[172 µM]	i	-8	3%[87.6 µM]	35µM*	24%[87.6 µM]	-5%[138 µM]
COCCn1cc(CN2CCN(c3ccccn3)CC2)ccc1=O	i	3%	1	-2%	1%	12%	2%
Cc1ccc(NC(=O)Cn2nnc(-c3nc(-c4ccncc4)no3)c2N)cc1	·	·	-7	-2%	·	19%	·
S=C(Nc1ccccc1)N[C@H]1CO[C@H]2[C@@H]1OC[C@@H]2Nc1nccc(-c2ccco2)n1	?	-10%[88.5 µM]	4	-5%[87.6 µM]	-18%[172 µM]	-6%[87.6 µM]	?
CNCc1ccccn1	2%[230 µM]	i	-17	-16%[87.6 µM]	·	-9%[87.6 µM]	?
CC(C)c1ccc(CC(=O)N2CCCc3ncc(C(=O)NCCc4cnc[nH]4)cc32)cc1	?	0%[88.5 µM]	19	-15%[87.6 µM]	-12%[172 µM]	-21%[87.6 µM]	?

The listing continues.
compound	HEK cytotox	GPT2 inh	IP6K1 inh	SNCA viab count	Luciferase inh	SNCA expr inh	3T3 cytotox
Cn1c(=O)cc(C(=O)NC2CCCc3c2[nH]c2ccccc32)c2ccccc21 (stereo not drawn)	?	i	-12	6%	-4%	-8%	?
Cc1ccsc1C(=O)N1CCCN(c2cc(-c3ccc(Cl)cc3)[nH]n2)CC1	32µM*	-14%	-16	-14%	-7%	-9%	?
COc1cccc(-c2cccc(C(=O)N3CCN(C(=O)Nc4ccccc4)CC3)c2)c1	?	3%	0	12%[12.5 µM]	·	5%	?
O=C(C1CCCN1C(=O)c1ccc(F)cc1)N1CCC(c2nc3ccncc3[nH]2)CC1 (stereo not drawn)	1%	?	14	-3%	·	-11%	0%
COc1ccc(CC(=O)N2CC[C@@H](CC(=O)O)[C@@H](CCN3CCNCC3)C2)cc1	5%[172 µM]	i	-12	7%[87.6 µM]	-3%[172 µM]	-2%[87.6 µM]	i
CCC(=O)N1c2ccccc2CC1C(=O)NCCc1ccc(Cl)cc1 (stereo not drawn)	·	·	49	11%	·	11%	·
Cc1ccc(CCNC(=O)c2c3c(nc4ccccc24)C(=O)N(C2CCCCC2)C3)cc1	·	·	10	5%	·	0%	·
COc1ccc(Cc2nc3ccc(C(=O)NCCCN4CCN(C)CC4)cc3o2)cc1	·	·	4	4%	·	?	·

As a short view, part of the list above.
compound	HEK cytotox	GPT2 inh	IP6K1 inh	SNCA viab count	Luciferase inh	SNCA expr inh	3T3 cytotox
O=C(C1CCCN1C(=O)c1ccc(F)cc1)N1CCC(c2nc3ccncc3[nH]2)CC1 (stereo not drawn)	1%	?	14	-3%	·	-11%	0%
COc1ccc(CC(=O)N2CC[C@@H](CC(=O)O)[C@@H](CCN3CCNCC3)C2)cc1	5%[172 µM]	i	-12	7%[87.6 µM]	-3%[172 µM]	-2%[87.6 µM]	i
CCC(=O)N1c2ccccc2CC1C(=O)NCCc1ccc(Cl)cc1 (stereo not drawn)	·	·	49	11%	·	11%	·
Cc1ccc(CCNC(=O)c2c3c(nc4ccccc24)C(=O)N(C2CCCCC2)C3)cc1	·	·	10	5%	·	0%	·
COc1ccc(Cc2nc3ccc(C(=O)NCCCN4CCN(C)CC4)cc3o2)cc1	·	·	4	4%	·	?	·

Compound activity as filed in PubChem.
